ADAM17 inh: ADAM17 inhibitors, primary screen, biochemical, QFRET; inhibition, % at 6.95 µM; AID 720648, 2013; 370,000 compounds, 0.83% hits; recombinant ADAM17, EDANS/DABCYL FRET peptide cleavage;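 active = inhibition above the mean of compounds lying between control limits plus 3 SD, set per campaign, cut at about 8.5% in these data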;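 also: 0% = DMSO-only wells as the low control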
MBD2 inh: inhibitors of MBD2 binding to methylated DNA, primary screen, biochemical, TR-FRET, DNA-binding domain, human. Methyl-CpG-binding domain protein 2 (Homo sapiens), Q9UBB5. MBD2 binding to methylated oligonucleotide. inhibition, % at 4.4 µM. 370,000 compounds, 0.31% hits. AID 686964, 2013; in the data active = inhibition above about 13%
PLCg1 inh: PLC-gamma1 enzyme inhibitors, primary screen, biochemical, fluorescence, purified enzyme; 1-phosphatidylinositol 4,5-bisphosphate phosphodiesterase gamma-1 (Homo sapiens), P19174; fluorogenic substrate; inhibition, % at 12.2 µM; 370,000 compounds, 0.84% hits; in the data active = inhibition above about 9.5%
ARFGAP1 inh: inhibitors of rat ARFGAP1 GAP activity, primary screen, biochemical, fluorescence polarization, GDP tracer. ADP-ribosylation factor GTPase-activating protein 1 (Rattus norvegicus), Q62848. Arfgap1-stimulated ARF1 GTP hydrolysis, GDP FP detection. inhibition, % at 16.5 µM. 360,000 compounds, 0.26% hits. AID 651572, 2012;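 active = inhibition above a per-plate limit, mean inhibition of low control wells plus 3 SD, cut at about 25% in these data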;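 also: 0% = DMSO wells with enzyme and 100% = wells lacking Arfgap1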
Target sequence (Q62848 1-136 limits assumed): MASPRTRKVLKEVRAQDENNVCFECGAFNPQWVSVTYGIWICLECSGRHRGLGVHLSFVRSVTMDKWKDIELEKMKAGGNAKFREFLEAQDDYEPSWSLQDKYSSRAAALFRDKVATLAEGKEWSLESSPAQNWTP
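system = rat Arfgap1 catalytic domain, aa 1-136 | technique = FP, GDP Alexa 633 tracer displaced from anti-GDP antibody, 620/688 nm | compound = one concentration, 16.5 µM, DMSO 1.26% | medium = HEPES-based buffer, pH 7.5 | timing = compound-enzyme preincubation 20 min, reaction 120 min, detection 60 min, 25 °C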
PLCb3 inh: human PLC-beta3 inhibitors, primary screen, biochemical, fluorescence | Purified PLC-beta3, fluorogenic substrate | inhibition, % at 12.2 µM | 370,000 compounds, 0.18% hits; in the data active = inhibition above about 11%;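 also: 0% = median of compound wells on plate and 100% = full blocker control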
DDE Tn6 FP inh: inhibitors of Tn6 peptide binding to fibrin DD(E), primary screen, biochemical, fluorescence polarization, human fibrin, Tn6 probe. inhibition, % at 8.3 µM. Fibrin DD(E) TRITC-Tn6 fluorescence polarization displacement. Fibrinogen beta chain (Homo sapiens), P02675. 370,000 compounds, 0.21% hits;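 active = inhibition above a per-campaign cutoff: mean of compounds within control limits plus 3 SD, cut at about 15% in these data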;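 also: 0% = median of all compound wells on the plate and 100% = blocking peptide control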
UHRF1 MBD2 ctr: UHRF1 methylated DNA binding inhibitors, primary screen, counter-screen for MBD2 inhibitor project, biochemical, TR-FRET, human UHRF1, single concentration. inhibition, % at 4.4 µM. 370,000 compounds, 0.75% hits. UHRF1 binding to methylated oligo. E3 ubiquitin-protein ligase UHRF1 (Homo sapiens), Q96T88; in the data active = inhibition above about 21%;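 also: UHRF1 SRA domain binding a hemimethylated CpG hairpin DNA probe; 0% = median of test compound wells and 100% = reference inhibitor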
ASAP1 inh: inhibitors of human ASAP1 ArfGAP activity, primary screen, biochemical, fluorescence polarization | inhibition, % at 16.5 µM | Arf-GAP with SH3 domain, ANK repeat and PH domain-containing protein 1 (Homo sapiens), … | 360,000 compounds, 0.19% hits | ASAP1-stimulated ARF1 GTP hydrolysis, GDP FP detection; in the data active = inhibition above about 25%;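 also: 0% = vehicle with enzyme and substrate and 100% = no enzyme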
Target sequence (Q9ULH1 325-724 limits assumed): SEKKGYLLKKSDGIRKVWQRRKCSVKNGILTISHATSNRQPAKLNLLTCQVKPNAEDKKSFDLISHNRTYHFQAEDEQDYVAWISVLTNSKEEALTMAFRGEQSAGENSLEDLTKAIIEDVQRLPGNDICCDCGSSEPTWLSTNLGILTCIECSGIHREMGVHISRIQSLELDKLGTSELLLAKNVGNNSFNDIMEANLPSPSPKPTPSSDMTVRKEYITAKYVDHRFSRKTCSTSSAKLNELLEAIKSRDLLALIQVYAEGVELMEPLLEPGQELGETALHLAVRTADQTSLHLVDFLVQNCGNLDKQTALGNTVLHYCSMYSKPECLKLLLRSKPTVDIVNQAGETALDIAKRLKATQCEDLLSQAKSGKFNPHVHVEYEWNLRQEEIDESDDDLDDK
KLK7 zymogen act: proKLK7 zymogen activators, primary screen, biochemical, fluorescence intensity; activation, % at 7 µM; 370,000 compounds, 0.9% hits; Kallikrein-7 (Homo sapiens), P49862; purified proKLK7, EDANS-DABCYL substrate fluorescence; 100% is mature enzyme control, 0% vehicle; AID 652039, 2013;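 active = activation above the mean of all tested compounds plus 3 SD, computed per campaign excluding outliers beyond control limits, cut at about 13% in these data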
Target sequence (P49862 whole entry, looked up): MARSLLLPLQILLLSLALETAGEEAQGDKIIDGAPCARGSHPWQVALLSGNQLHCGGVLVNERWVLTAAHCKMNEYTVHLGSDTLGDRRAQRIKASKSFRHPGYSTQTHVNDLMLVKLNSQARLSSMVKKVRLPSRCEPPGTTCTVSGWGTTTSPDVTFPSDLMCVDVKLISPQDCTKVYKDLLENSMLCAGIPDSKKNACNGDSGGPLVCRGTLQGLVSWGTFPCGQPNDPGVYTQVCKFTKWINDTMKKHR
DDE Tn7 FP inh: inhibitors of Tn7 peptide binding to fibrin DD(E), primary screen, biochemical, fluorescence polarization, human fibrin, Tn7 probe. FP displacement of FITC-Tn7 peptide from fibrin DD(E); 0% = median of compound wells per plate. inhibition, % at 8.3 µM. 370,000 compounds, 0.13% hits. AID 720508, 2013;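 active = inhibition above the mean of compounds falling within the control limits plus 3 SD of them, cut at about 14% in these data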;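 also: 0% = plate median of compound wells and 100% = 10 µM Aha-Tn7 peptide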
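Assay system: Human clot-derived fibrin DD(E) complex | Buffer or medium: Tris/NaCl/CaCl2 buffer, pH 7.8 | Repeats: One replicate per compound | Benchmarks: Aha-Tn7 high control | Measure: % inhibition scaled between sample-field median and high-control FP | Schedule: 10 min plus 3 h, room temperature | Signal: Fluorescence polarization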
Numbers without * were called inactive; / = no result given.

SMILES	ADAM17 inh	MBD2 inh	PLCg1 inh	ARFGAP1 inh	PLCb3 inh	DDE Tn6 FP inh	UHRF1 MBD2 ctr	ASAP1 inh	KLK7 zymogen act	DDE Tn7 FP inh
CCCCCCC(c1c(C)n(C)n(-c2ccccc2)c1=O)c1c(C)n(C)n(-c2ccccc2)c1=O	3	0	-1	-4	0	3	4	-1	-0.1	4
CC(=O)N(Cc1ccco1)c1nc(C(=O)Nc2ccc(Cl)cc2)c(C)s1	3	-4	-4	8	-4	6	-3	12	0.0	-6
O=C(Nc1cccc2ncccc12)c1cccc(F)c1	-1	0	1	-7	2	9	2	-10	0.4	-4
O=C(CSc1ncn[nH]1)Nc1ccc([N+](=O)[O-])cc1Br	0	-3	1	5	5	2	-3	-13	-0.5	-5
O=C(Nc1ccc(Cl)cc1)c1nc[nH]c1C(=O)NCCCCNC(=O)c1[nH]cnc1C(=O)Nc1ccc(Cl)cc1	-7	-3	2	-2	-2	7	-4	-4	0.5	-1
O=C1C(c2ccc(F)cc2)N(Cc2ccc3c(c2)OCO3)C(=O)CN1C1CCCCC1 (configuration not stated)	-3	2	2	11	3	-2	1	0	0.3	-10
Cc1ccc(C)c(NC(=O)Nc2ccc3c(c2)OCO3)c1	-3	4	3	6	-5	4	2	15	-0.9	-2
O=C(COC(=O)c1ccc(Cl)cc1[N+](=O)[O-])NNC(=O)c1cccs1	-2	-6	1	-6	-9	4	1	3	-0.2	8
O=C(CSc1nc2ccccc2c(=O)n1CC1CCCO1)Nc1ccccc1Cl (configuration not stated)	2	0	-1	1	-6	-1	1	-4	-0.1	-2
Cc1nc2ccn(Cc3ccccc3)c(=O)c2cc1C(=O)N1CCN(c2ccc(F)cc2)CC1	-15	6	-26	-3	-46	1	1	0	-0.2	1
Cc1ccc(S(=O)(=O)n2nc(OC(=O)c3ccco3)cc2N)cc1	4	-4	7	9	2	2	3	-8	0.3	-4
Cn1c(NC(=O)c2ccco2)c(-c2ccccc2)c(=O)c2ccccc21	3	6	1	-7	0	7	18	-11	0.6	-1
CCC(C)Sc1nnc(CNS(=O)(=O)c2ccc(F)cc2)n1C (configuration not stated)	-3	-5	2	10	-3	2	-1	-2	0.6	0
COC(=O)CN(c1ccccc1)S(=O)(=O)c1cc(Br)ccc1OC	-2	3	1	-5	-1	-2	-3	8	0.0	-2
CN(C)c1ccc(C(=S)N2CCN(C(=S)Nc3ccccc3)CC2)cc1	-1	1	4	7	5	7	1	7	0.0	2
N#CCSc1ccccc1NC(=O)CN1C(=O)C(=O)N(Cc2ccccc2)C1=O	-1	-1	-4	-2	-9	0	1	-12	-0.3	-3
O=C(Cc1ccccc1)N1CCN(S(=O)(=O)c2ccc([N+](=O)[O-])cc2)CC1	0	-4	0	-7	3	-3	3	7	0.5	-1
COC(=O)c1ccc(NC(=O)Nc2ccc(OC)c(OC)c2)cc1	2	-7	1	-2	0	3	2	-10	0.0	1
Cc1nnc(SC(C)C(=O)Nc2c(C)n(C)n(-c3ccccc3)c2=O)n1N (configuration not stated)	-4	1	0	-3	0	-3	2	-2	0.4	7
S=C(NCc1ccco1)N1CCN(c2nc(-c3ccc(Cl)cc3)cs2)CC1	6	-4	-2	-2	1	4	-1	6	-1.2	-4
O=C(c1ccc(Cl)cc1)c1cnc(Nc2ccccc2Cl)s1	-8	7	-18	12	-39	-5	-1	-1	-9.4	-6
CCOC(=O)c1ccc(NC(=O)CCc2nc(-c3ccccc3Cl)no2)cc1	6	-4	0	5	-2	4	-3	3	-0.3	6
COC1=C(Br)C(=O)c2ncccc2C1=O	-1	-10	5	22	4	5	10	47*	1.3	-6
CC(C)(CNC(=O)c1cccs1)CNC(=O)c1cccs1	0	-7	-1	-3	1	8	-1	2	0.7	6
C[C@H]1[C@H](c2ccccc2)Oc2cc(Br)ccc2S(=O)(=O)N1Cc1cccc(F)c1	-1	8	3	-2	1	1	12	-15	0.2	-6

Filtered by structure: the entries above containing a furan ring, fused or not
SMILES	ADAM17 inh	MBD2 inh	PLCg1 inh	ARFGAP1 inh	PLCb3 inh	DDE Tn6 FP inh	UHRF1 MBD2 ctr	ASAP1 inh	KLK7 zymogen act	DDE Tn7 FP inh
CC(=O)N(Cc1ccco1)c1nc(C(=O)Nc2ccc(Cl)cc2)c(C)s1	3	-4	-4	8	-4	6	-3	12	0.0	-6
Cc1ccc(S(=O)(=O)n2nc(OC(=O)c3ccco3)cc2N)cc1	4	-4	7	9	2	2	3	-8	0.3	-4
Cn1c(NC(=O)c2ccco2)c(-c2ccccc2)c(=O)c2ccccc21	3	6	1	-7	0	7	18	-11	0.6	-1
S=C(NCc1ccco1)N1CCN(c2nc(-c3ccc(Cl)cc3)cs2)CC1	6	-4	-2	-2	1	4	-1	6	-1.2	-4

More compounds.
SMILES	ADAM17 inh	MBD2 inh	PLCg1 inh	ARFGAP1 inh	PLCb3 inh	DDE Tn6 FP inh	UHRF1 MBD2 ctr	ASAP1 inh	KLK7 zymogen act	DDE Tn7 FP inh
CCNS(=O)(=O)c1ccc(-c2ccc(-n3cnnn3)cc2)cc1	-2	-1	-5	-7	2	5	1	-9	0.2	9
COc1ccc(CCN2C(=O)CC(Nc3ccc(N4CCOCC4)cc3)C2=O)cc1OC (configuration not stated)	0	-7	-9	-2	-10	-1	-3	16	2.1	-1
COc1cc2c(cc1OC)CN(CC(=O)NC(=O)NCc1ccccc1)CC2	-29	5	-117	-4	-200	-7	7	1	15*	5
CCC1CCCCN1C(=S)NN=C(C)c1ccccn1 (configuration not stated)	-10	0	0	7	-3	-2	-11	2	0.7	1
Cc1ccc(C(=O)N2CCN(c3ncccn3)CC2)o1	-1	0	-1	7	0	3	0	-2	-0.2	6
CCN(CC)CCNc1ccc(Cl)cc1[N+](=O)[O-]	-2	-18	0	5	0	-6	-21	19	-0.2	-2
CC1(C)OC(=O)C2=C(CC(c3ccccc3)OC2CCc2ccccc2)O1 (configuration not stated)	3	1	2	-3	1	4	-1	-3	1.0	10
O=C(NC(O)C(=O)c1ccccc1)c1cccs1 (configuration not stated)	0	-1	1	-5	-2	0	2	8	0.3	-3
O=C(Oc1ccccc1C(=O)N1CCOCC1)c1cccc(Br)c1	-5	4	-2	-1	-1	0	1	-2	-0.1	4
COc1ccc(Cl)cc1NC(=O)CN(C)CC(=O)Nc1ccc(C)cc1Br	0	3	0	6	-3	-1	12	12	0.9	5
COCCN(C(=O)CCC(=O)Nc1ccccn1)C(C(=O)NC(C)(C)C)c1ccc(OC)cc1 (configuration not stated)	-5	-1	-2	4	-4	2	-2	15	-0.4	8
CCc1noc(N)c1C(=O)Nc1ccc(Cl)cc1	-2	-2	-1	-2	-7	-8	0	2	-0.2	1
Cc1c(CC(=O)O)c(=O)oc2cc3occ(-c4ccc(F)cc4)c3cc12	-13	3	-8	-7	-17	1	1	8	0.0	2
COc1ccc(NC(=S)NC2CCCC2)c(OC)c1	-6	1	-4	-4	-3	4	4	-5	-0.1	10
COc1ccccc1CCNC(=O)c1cccc(NC(=O)CC2SC(N3CCCCC3)=NC2=O)c1 (configuration not stated)	-5	5	0	0	-6	-6	2	3	0.8	4
O=C(O)CCCN1C(=O)C2C3CC(C2C1=O)C1C(c2ccccc2)c2sc(=O)n(-c4ccccc4)c2SC31 (configuration not stated)	-3	4	0	9	5	-9	1	-7	-0.1	2
CCc1cc(OCCN2C(=O)NC(C)(C)C2=O)ccc1Cl	0	4	5	7	-3	-5	2	12	0.2	-7
CNC1(c2nnnn2-c2ccccc2C)CCOC(C)(C)C1 (configuration not stated)	-7	4	0	10	-8	1	2	5	-0.1	7
O=C1c2ccccc2[C@@H]2C[C@@H](O)[C@H](Nc3cccc(Cl)n3)CCN12	3	-3	0	5	4	-5	3	-2	0.2	-3
Cc1cnc([N+](=O)[O-])n1CCOC(=O)c1cccc(F)c1	-4	4	0	-7	-3	-8	-2	10	-0.7	-10
COc1cc2c(cc1OC)CN(C(=O)CSc1n[nH]c(N)n1)CC2	-34	0	-151	1	-172	-6	-2	6	18*	4
O=C(NC1CCN(Cc2ccccc2)CC1)c1cccc(Br)c1	-1	-2	2	6	0	4	-2	-2	1.0	-9
CCN(CC)S(=O)(=O)c1ccc(OC)c(NC(=O)c2ccc(=O)[nH]c2)c1	0	-4	-2	6	-21	-1	3	11	0.0	-6
Cc1nn(-c2ccccc2)c(N2CCCCC2)c1/C=N/NC(=O)c1ccncc1	4	-7	-5	-4	-5	-11	-2	-3	0.6	0
CCN(CCCNC(=O)CC1Oc2ccc(C)cc2NC1=O)Cc1ccccc1 (configuration not stated)	0	-3	-1	-3	2	-4	0	-5	-0.4	-5
The listing continues:
SMILES	ADAM17 inh	MBD2 inh	PLCg1 inh	ARFGAP1 inh	PLCb3 inh	DDE Tn6 FP inh	UHRF1 MBD2 ctr	ASAP1 inh	KLK7 zymogen act	DDE Tn7 FP inh
O=C(NNC(=S)Nc1ccc(F)cc1F)c1ccco1	4	-2	1	5	-4	5	-2	9	-0.1	1
CC1(C)CC2(OC2c2ccccc2[N+](=O)[O-])C(=O)c2ccccc21 (configuration not stated)	-1	4	1	-18	2	-2	2	4	-1.2	6
COc1cccc(-c2nn(-c3ccc(C)cc3)cc2C(=O)NCC2CCCO2)c1 (configuration not stated)	-4	0	1	14	-3	8	-1	13	0.8	10
CS(=O)(=O)N(CC(=O)N1CCN(c2ccccc2)CC1)C1CCCCC1	-7	0	1	5	-1	4	3	-7	0.4	6
CCOC(=O)c1c(-c2ccc(C)cc2C)csc1NC(=O)CSc1nnnn1C	1	3	-1	1	-2	-1	-1	7	0.1	3
Nc1cc(S(=O)(=O)N2CCCCC2)ccc1Oc1ccccc1	1	1	0	-8	-1	0	3	3	-0.6	-3
O=C(COC(=O)c1cc2ccccc2cc1O)NC(=O)NCc1ccco1	-9	-5	-61	3	-65	-4	-2	0	9.9	1
Cc1cc2c(s1)c1cnn(Cc3cc(F)ccc3F)c(=O)c1n2C	0	4	-1	/	1	1	-3	/	/	5
COc1cc(/C=N/NC(=O)c2cccc([N+](=O)[O-])c2)ccc1OC(=O)c1ccco1	-1	3	1	5	4	-2	0	2	0.2	7
Cc1nc(N2CCC(C)CC2)c2c(C)c(C(=O)Nc3ccc(C)c(F)c3)sc2n1	-1	1	2	-4	6	-2	-2	1	-0.3	-2
O=C(C(c1ccccc1)c1ccccc1)N1CCN(Cc2ccccn2)CC1	-8	6	-1	5	4	-9	7	5	-0.5	4
O=C(Nc1ccccc1)C(=O)Nc1ccc2c(c1)N(C(=O)C1CC1)CCC2	1	4	2	-2	-3	7	-1	-9	0.4	1
